OX1R antag-1: human HCRTR1 antagonism; O43613; AID 434989; inhibition, % at 5 µM; CHO/OX1R cells, Fluo-8 calcium fluorescence, orexin A; hit rate 0.43% among 330,000;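 active = inhibition above its plate's threshold, mean inhibition of all tested compounds on the plate plus 3 SD, cut at about 37% in these data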;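 also: 0% = orexin A challenge wells and 100% = SB-334867-A antagonist wells; not every result past the cut was called active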
Target sequence (O43613 whole entry, looked up): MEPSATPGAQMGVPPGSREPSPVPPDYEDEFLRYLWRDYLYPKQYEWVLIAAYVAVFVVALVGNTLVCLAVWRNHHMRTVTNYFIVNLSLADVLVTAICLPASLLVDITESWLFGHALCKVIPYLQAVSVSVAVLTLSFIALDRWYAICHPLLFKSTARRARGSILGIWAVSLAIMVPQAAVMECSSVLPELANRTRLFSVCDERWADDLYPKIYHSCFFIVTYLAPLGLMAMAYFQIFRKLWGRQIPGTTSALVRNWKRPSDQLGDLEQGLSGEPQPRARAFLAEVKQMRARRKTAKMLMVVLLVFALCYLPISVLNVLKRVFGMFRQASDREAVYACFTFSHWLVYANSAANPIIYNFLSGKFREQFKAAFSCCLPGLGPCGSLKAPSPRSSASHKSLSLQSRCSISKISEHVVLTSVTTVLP
OX1R antag-2: antagonists of human orexin 1 receptor (OX1R); O43613; OX1R-expressing cells, FRET antagonist read-out; inhibition, % at 6.6 µM; hit rate 1.8% among 330,000; AID 485270; in the data active = inhibition mostly above about 38%, no sharp cut-off; inactive = mostly below about 40%;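 also: 0% = agonist challenge alone and 100% = reference antagonist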
Numbers without * were called inactive. Compounds were not picked by outcome; overall some 2% were active at least once.

The line under a structure holds: OX1R antag-2, OX1R antag-1
COc1ccc(Nc2ncccc2C(=O)NCc2ccccc2)cc1
 : 15, -19
O=C(CC1C(=O)OCC2CCCCN21)Nc1ccccc1C(F)(F)F (configuration not stated)
 : 18, -12
COc1ccc(-c2noc(=O)n2Cc2ccccc2F)cc1
 : 23, 4
CCC(C)NC(=O)Cn1c(=O)n(CCCCC(=O)NCc2ccco2)c(=O)c2ccccc21 (configuration not stated)
 : 6, -30
O=S(=O)(NC1CC2CCC1C2)c1ccc(Cl)cc1 (configuration not stated)
 : 15, -15
CCOC(=O)c1sc(NC(=O)/C=C/c2cnn(CC)c2C)c(C(=O)OCC)c1C
 : 9, -8
C=CCNc1nc(SCC=C)nc2ccsc12
 : 32, -19
CC12C(=O)N(c3ccccn3)C(=O)C1C1C=CC2C1 (configuration not stated)
 : 12, -4
CS(=O)(=O)N(CC(=O)N1CCC(C(N)=O)CC1)Cc1ccc(Cl)c(Cl)c1
 : 3, -4
CC(NC(=O)COC(=O)c1ccc([N+](=O)[O-])o1)c1ccccc1 (configuration not stated)
 : 33, -16
N#C/C(=C/Nc1ccccc1F)S(=O)(=O)c1ccc(Cl)cc1
 : 11, -27
COc1ccc(/C=C/C(=O)OCCCN(C)C)cc1
 : 17, -17
CC(C)CNc1nc(N)c([N+](=O)[O-])c(NCc2ccccc2)n1
 : 20, -24
N#Cc1ccccc1NC(=O)COC(=O)c1ccc2c(c1)OCCO2
 : 13, -6
CCOC(=O)C1CN(S(=O)(=O)c2ccc(C)cc2)CCN1S(=O)(=O)c1ccc(C)cc1 (configuration not stated)
 : 4, -28
COc1c(Cl)cc(-c2noc(C)c2C(=O)NC(C)C)cc1Cl
 : 4, -31
Cn1[nH]c(-c2ccccc2)c(/C=N/O)c1=O
 : 14, -8
N#CCc1nn(Cc2ccc(F)cc2)c(=O)c2ccccc12
 : 0, -18
Cc1oc(-c2cccc(Cl)c2)nc1CN1CCC(C(=O)NCCCN2CCCC2=O)CC1
 : 6, -14
COC(=O)C1=C(CS(=O)(=O)c2ccccc2)NC(=O)NC1c1ccc(OC)c(OC)c1 (configuration not stated)
 : 13, -13
CCCCNC(=O)C1CC(=O)N(CCc2ccccc2)C1 (configuration not stated)
 : 7, -2
CCCCNC(=O)Nc1cc(C(F)(F)F)c[nH]c1=O
 : -2, -9
CCN1CCN(CCCNC(=O)CCCn2nc(C)c3sc4ccccc4c3c2=O)CC1
 : 6, -29
CC(=O)c1cccc(-n2nnnc2SCC(=O)Nc2cccc(NC(=O)c3ccco3)c2)c1
 : 34, -24
CCOc1ccc(S(=O)(=O)n2nc(C)c(S(=O)(=O)N3CCOCC3)c2C)cc1
 : -2, -5
COc1cc(Cl)c(S(=O)(=O)N2CC(C)OC(C)C2)cc1Cl (configuration not stated)
 : 13, -20
CCCSC(=O)N(CC)CC(=O)Nc1c(CC)cccc1CC
 : 24, -22
Cc1sc2ncnc(SCC(=O)N3CCCC3)c2c1C
 : 30, -14
CNS(=O)(=O)c1cc(Nc2ncnc3sccc23)ccc1C
 : 63*, 19
COc1ccccc1NC(=O)c1oc2ccc(C)cc2c1C
 : 28, -38
Cc1cc(C(=O)Nc2ccc(F)cc2C)n(-c2ccccc2)n1
 : 8, -13
CCCn1nc(NC(=O)c2ccncc2)c2cc3ccccc3nc21
 : 19, -36
CC(=O)N1CCN(S(=O)(=O)c2cccc(C(=O)OCC(=O)NC(=O)c3cccn3C)c2)CC1
 : 6, -14
CCc1ccc2[nH]c(=O)c(CN(CCCN3CCOCC3)C(=O)Nc3cccc(Cl)c3)cc2c1
 : 15, -6
CCN(CC)CCNc1nc(-c2ccccc2)c2c(c1C#N)CC(C)(C)OC2
 : 7, -29
Clc1ccccc1-c1nn2c(Cn3cnc4ccccc43)nnc2s1
 : 7, -19
Cc1cc(NC(CC(C)C)C(=O)O)nc(Cc2ccccc2)n1 (configuration not stated)
 : 10, 2
O=C(Cn1cnc2sc(-c3ccccc3)cc2c1=O)N1CCOCC1
 : 10, -11
O=S(=O)(Nc1nc2ccccc2[nH]1)c1ccc(Cl)cc1
 : 3, -31
O=C(NC1CCCc2ccccc21)C1CCCC1 (configuration not stated)
 : 1, -14
CC1CCCCC1NC(=O)CO/N=C/c1ccc(OC(F)F)cc1 (configuration not stated)
 : 24, -24
C/C(=N\NC(=O)c1ccc(O)cc1)c1ccc2c(c1)Nc1ccccc1S2
 : 15, -15
CCc1nnc(NC(=O)Cc2c[nH]c3ccccc23)s1
 : 7, -5
CCOC(=O)[C@@H]1[C@H]2COc3ccc(Br)cc3[C@@H]2N2C(=O)N(c3ccc(F)cc3)C(=O)[C@@]12C
 : 7, -14
CNc1c(NS(=O)(=O)c2ccc(Br)cc2)c(=O)oc2ccccc12
 : 8, -10
N#Cc1ccccc1CSc1nc2ccsc2c(=O)n1Cc1ccccn1
 : 36, -18
COc1ccc(Nc2nc(N)nc(CSc3nccc(C)n3)n2)cc1
 : 30, -18
O=S(=O)(c1ccc(S(=O)(=O)N(Cc2ccco2)Cc2ccccc2Cl)cc1)N1CCCC1
 : 27, -32
CC1(C(=O)O)Sc2[nH]c(=O)sc2C2c3ccccc3OC(=O)C21 (configuration not stated)
 : 4, -21
CC(NS(=O)(=O)c1ccc(Br)cc1)C(=O)NCCc1ccccc1 (configuration not stated)
 : 24, -13

New compounds follow:
The line under a structure holds: OX1R antag-2, OX1R antag-1
CCOC(=O)N1CCN(CCCc2ccccc2)CC1
 : 7, -2
CCN(CC)S(=O)(=O)c1ccc(C)c(NC(=O)Cn2c(=O)cnc3ccccc32)c1
 : 15, -37
CC(C)C(=O)Nc1c(O)c2ccccc2[nH]c1=O
 : 21, -15
CN1CCN(CCOCCOc2ccc(Br)cc2Cl)CC1
 : 5, -1
O=C(Nc1cc(N2CCCCC2)ncn1)c1ccc(F)cc1
 : 22, -34
COc1cc(NC(=O)CSc2nc3[nH]ncc3c(=O)n2-c2ccccc2C)cc(OC)c1OC
 : 1, -27
O=c1c(-c2ccc(Br)cc2)[n+]([O-])c2ccccc2n1OCc1ccccc1
 : 4, 0
CCC(=O)N1CCc2cc(S(=O)(=O)CCC(=O)NCc3cccc(OC)c3)ccc21
 : 8, -10
COc1ccc(Br)cc1S(=O)(=O)NCc1ccccc1
 : 25, -13
O=C(Nc1ccc2c(c1)OCO2)C1CCN(C(=O)CSc2ncnc3ccccc23)CC1
 : 4, -27
N#C/C(=C(/O)COC(=O)c1ccccc1O)c1nc2ccccc2s1
 : 53*, 0
COc1cc(CN2CCC(C(N)=O)CC2)ccc1OCc1ccccc1
 : 1, -13
COc1ccccc1OCC(=O)NCCC1=CCCCC1
 : 20, -19
COc1ccc(C(=O)CC(=O)O)c2c1C=CC(C)(C)O2
 : 8, -8
Cc1ccc([N+](=O)[O-])cc1/C=N/Nc1nnnn1-c1ccccc1
 : 5, -12
CCOCCCNC(=O)C(c1ccc(C)cc1)N1CCOCC1 (configuration not stated)
 : 3, -23
COc1ccc(/C(N)=N/OC(=O)Oc2ccccc2)cc1
 : -8, 3
Cc1ccc(NC(=O)C2CC(=O)N(c3ccc4c(c3)OCCO4)C2)nc1 (configuration not stated)
 : 17, -6
CC1CCN(c2ccc([N+](=O)[O-])cc2C(=O)NCC2CCCO2)CC1 (configuration not stated)
 : 44, -23
CSc1ccc(CN2CCN(Cc3ccc([N+](=O)[O-])cc3)CC2)cc1
 : 29, -26

Exported with each value named: 4 of the compounds above
COc1cc(CN2CCC(C(N)=O)CC2)ccc1OCc1ccccc1
  OX1R antag-2 = 1 | OX1R antag-1 = -13
COc1ccccc1OCC(=O)NCCC1=CCCCC1
  OX1R antag-2 = 20 | OX1R antag-1 = -19
COc1ccc(C(=O)CC(=O)O)c2c1C=CC(C)(C)O2
  OX1R antag-2 = 8 | OX1R antag-1 = -8
Cc1ccc([N+](=O)[O-])cc1/C=N/Nc1nnnn1-c1ccccc1
  OX1R antag-2 = 5 | OX1R antag-1 = -12

Next part:
The line under a structure holds: OX1R antag-2, OX1R antag-1
Cc1c(Cl)cccc1NC(=O)c1ccc(OCC(=O)NCc2ccccc2)cc1
 : -1, -3
CC(NC(=S)NCCCN1CCOCC1)C12CC3CC(CC(C3)C1)C2 (configuration not stated)
 : 3, -13
CCN1CCN(CCNC(=O)CS(=O)(=O)Cc2nc(-c3ccc(C)cc3)oc2C)CC1
 : 4, -22
O=C(NC1CCCC1)c1ccc(Cl)c(S(=O)(=O)N2CCCCC2)c1
 : 20, -29
O=C(NC(=S)NC1CCSC1=O)c1ccccc1 (configuration not stated)
 : 48, -4
COc1cc(/C=N/n2nnnc2N)cc(OC)c1OC
 : 10, -10
Cc1onc(-c2ccccc2)c1C(=O)N1CCOCC1
 : 3, -5
O=C(CSc1nnc(CNC(=O)c2c(F)cccc2F)o1)NCc1ccco1
 : 3, -5
O=C(CC(Cc1ccccc1)C(=O)O)Nc1ccccc1 (configuration not stated)
 : 5, 0
O=C(NCC1CCCO1)c1ccc(Br)o1 (configuration not stated)
 : 22, 3
CC1CCN(C(=O)CN(Cc2ccc(Cl)cc2)S(C)(=O)=O)CC1
 : 10, -13
COc1cc(/C=C2/C(=O)NN(c3ccc(Cl)cc3)C2=O)ccc1OC(=O)c1ccco1
 : 0, 7
CCCS(=O)(=O)N1CCC(C(=O)NCCc2ccccc2)CC1
 : 8, -9
CC[n+]1ccc(/C=C/c2c[nH]c3ccccc23)cc1
 : 42, 5
O=C(Nc1nnc(SCc2c(Cl)cccc2Cl)s1)c1cccc([N+](=O)[O-])c1
 : 8, 3
Cc1ccc(C)c(OCCCC(=O)NC2CCCCC2)c1
 : -6, -30
O=C(c1ccco1)N1CCN(C2CC(=O)N(c3ccc(F)c(Cl)c3)C2=O)CC1 (configuration not stated)
 : 15, -11
CC1CCN(C(=O)CN2C(=O)c3ccccc3S2(=O)=O)CC1
 : 18, 0
COc1cc(C2C(C(=O)c3ccco3)=C(O)C(=O)N2Cc2ccccc2)ccc1O (configuration not stated)
 : 11, -3
CS(=O)(=O)N1CCN(CC(=O)NC2CCCC2)CC1
 : -3, -7

Some of these compounds in order of their number in OX1R antag-2, rising:
The line under a structure holds: OX1R antag-2, OX1R antag-1
O=C(Nc1nnc(SCc2c(Cl)cccc2Cl)s1)c1cccc([N+](=O)[O-])c1
 : 8, 3
CC1CCN(C(=O)CN(Cc2ccc(Cl)cc2)S(C)(=O)=O)CC1
 : 10, -13
CC1CCN(C(=O)CN2C(=O)c3ccccc3S2(=O)=O)CC1
 : 18, 0
CC[n+]1ccc(/C=C/c2c[nH]c3ccccc23)cc1
 : 42, 5

Continued:
The line under a structure holds: OX1R antag-2, OX1R antag-1
CC(c1ccc(F)cc1)n1cc(C(=O)NCc2ccccn2)nn1 (configuration not stated)
 : 7, -6
COc1ccc(CNC(=O)CN(Cc2ccco2)C(=O)CNS(=O)(=O)c2ccccc2)cc1
 : 5, -17
CC(C)CCN(CC(=O)NC(C)(C)C)C(=O)C(=O)Nc1ccc2c(c1)OCCO2
 : 12, -24
COCCNC(=O)C(c1ccc(Cl)cc1)N(Cc1ccco1)C(=O)CCC(=O)Nc1ccccn1 (configuration not stated)
 : 82*, 9
O=c1cc(C(F)(F)F)nc(SC/C=C/c2ccccc2)[nH]1
 : 43, 7
CCOC(=O)c1c(NC(=O)C2C3CCC(O3)C2C(=O)O)sc2c1CCC(CC)C2 (configuration not stated)
 : 3, -23
CCN(CC)c1ccc2c(C)c(CO)c(=O)oc2c1
 : 32, -26
O=C(COC(=O)Cc1ccsc1)Nc1ccccc1
 : 12, -11
CCCn1c(N2CCN(C(=O)Nc3ccc(Cl)cc3)CC2)nc2ccccc21
 : 39, -25
Cc1cnc(C(=O)OCC(=O)Nc2ccc(C)c(S(=O)(=O)N(C)C)c2)cn1
 : 7, 3
CCSc1nnc(NC(=O)C2CCCN(S(=O)(=O)c3cnc[nH]3)C2)s1 (configuration not stated)
 : 4, 0
O=c1cc(CSc2ccc(Cl)cc2)nc2nc[nH]n12
 : 8, -14
COCCOC(=O)/C(=C\c1cc(C(C)(C)C)c(O)c(C(C)(C)C)c1)C(C)=O
 : 20, -9
COC(=O)CCCCC(=O)C1C(=O)CC(C)(C)C(C(=O)OC)C1=O (configuration not stated)
 : 11, -13
CC1CCN(S(=O)(=O)c2ccc(C(=O)N3CCN(c4ccccc4F)CC3)cc2)CC1
 : 18, -28
O=C1C(Cl)=C(N2CCOCC2)C(=O)N1c1cccc(C(F)(F)F)c1
 : 13, -11
Cn1c(SC/C=C/c2ccccc2)nnc1-c1ccco1
 : -4, -29
COc1ccc(CN2CCc3ccccc3C2)cc1Br
 : 5, -23
C=CCn1c(SCC(=O)c2cc(C)n(C)c2C)nnc1-c1ccncc1
 : 27, -18
CCC(=O)c1ccc(OCC(=O)OCC(=O)NCC2CCCO2)cc1 (configuration not stated)
 : -7, -23
O=C(O)c1ccccc1-c1ccccc1C(=O)NCCc1ccccc1
 : -3, -13
Cc1ccnc(NC(=O)c2ccc3c(c2)S(=O)(=O)c2ccccc2C3=O)c1
 : 27, -13
CCOC(=O)c1nn(-c2ccc(F)cc2)c(-c2ccccc2)c1C(=O)c1ccccc1
 : 30, -11
Cc1nonc1C1CCCN1C(=O)c1cc(COc2ccc(F)cc2Cl)on1 (configuration not stated)
 : 19, -11
CC(C)(C)n1nnnc1C(c1ccc2ncccc2c1)N1CCC(O)CC1 (configuration not stated)
 : 0, -4
O=C1C=C(N2CCN(C3=CC(=O)CCC3)CC2)CCC1
 : 18, -2
CC(C)NC(=S)n1cc(C(=O)c2cc(Cl)cc(Cl)c2O)cn1
 : 12, -10
COc1ccc(N2CCN(C(=O)COc3ccccc3)CC2)cc1
 : 11, -1
COc1cccc(NC(=O)CCNS(=O)(=O)c2ccc3c(c2)oc(=O)n3C)c1
 : 3, -2
Cc1nnc2sc(SCC(=O)N3CCCCC3)nn2c1=O
 : 33, 3
N#CC1=C(N)Oc2n[nH]c(-c3cccs3)c2C1c1cccnc1 (configuration not stated)
 : 17, 5
COc1ccc(CCNC(=O)c2cc3c(C)nccc3[nH]c2=O)cc1OC
 : 28, -17
CCC(CC)c1nc(C#N)c(NC(C)c2ccccc2)o1 (configuration not stated)
 : -2, -5

High-throughput results as filed in PubChem.
